Source: PubChem BioAssay (several laboratories)
INS promoter inh: TRM-6 insulin promoter activity inhibition | TRM-6 cells (human fetal islet line), insulin promoter-eGFP reporter, imaging; reporter expression induced with tamoxifen | inhibition, % at 2 µM | 130,000 compounds, 0.9% hits;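 active means inhibition above the mean plus 3 SD, with well images judged a real hit on visual review, cut at about 60% in these data, passing the limit was not always enough; inconclusive means inhibition over the cutoff but images rejected on review; inactive means inhibition not above the cutoff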
sdo1 growth: sdo1-depleted yeast growth rescue | AID 817 | S. cerevisiae sdo1-depleted JHY4D growth rescue, OD600 30 h; hits give high values; pdr5 snq2 efflux-pump mutant strain | 140,000 compounds, 0.21% hits | z-score at 10 µM;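 active means z-score above 3 at both the 24 hr and the 30 hr optical density reads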;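 further: z-score against mean and SD of all compound wells on the same plate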
sdo1 growth Rescue 24 h: also measured in sdo1 growth; calls as there; z-score; S. cerevisiae sdo1-depleted JHY4D growth rescue, OD600; measured here: growth rescue at 24 h;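 0 is the plate mean of compound wells and units are plate SD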
Numbers without * were called inactive; i = inactive; u = inconclusive; x = not tested or not shown; & = joins results of further samples.

SMILES	INS promoter inh	sdo1 growth	sdo1 growth Rescue 24 h
CN1CCN(C(=O)c2ccc(S(=O)(=O)c3ccc(Br)cc3)cc2)CC1	x	0.52	0.81
Cc1cc(C(=O)Nc2c(C)n(C)n(-c3ccccc3)c2=O)on1	x	0.62	0.75
CSc1ccc(NC(=O)Nc2cccn(Cc3ccccc3)c2=O)cc1	33	x	x
COCc1cc(C)nc(OCC(=O)N/N=C/c2ccc(OC)c(O)c2)c1C#N	-37	0.81	0.64
CCOc1ccccc1NC1=C(Cl)C(=O)N(c2ccc(OC)cc2)C1=O	-3	-0.4	-0.94
O=C(Nc1nc(COc2ccccc2)cs1)C1CCC1	-31	-0.89	-0.61
Cc1cc(NC(=O)CSc2ccc(-c3ccc(F)cc3)nn2)no1	-14	x	x
Cc1cccc(C)c1OCC(O)CNS(=O)(=O)c1ccccc1C(=O)N1CCOCC1 (stereo not given)	20	1	0.38
CCc1c(C(=O)NC2CCCC2)csc1C	33	-0.5	-0.66
C=CCOc1ccc(Br)cc1/C=N/O	-19	-1	-0.93
CCOC(=O)N1CCN(C(=O)CSc2ccc(-c3ccccc3)nn2)CC1	-3	x	x
N#Cc1cn(Cc2ccccc2)c(=O)[nH]c1=O	24	x	x
COCC(C)NC(=O)C1CC(c2cccc(Br)c2)=NO1 (stereo not given)	0	0.12	0.2
c1cc(C2OCCN2CC2COC3(CCCC3)O2)ccn1 (stereo not given)	26	0.2	0.18
CC1=CC(C)(C)N(S(=O)(=O)c2ccc(C)cc2)c2ccccc21	18	-1.5	-0.76
COc1ccc(C(CC(=O)O)NC(C)=O)cc1OC (stereo not given)	22	1.6	1.6
C=CCn1c(-c2csc3c2CCC(C)C3)n[nH]c1=S (stereo not given)	19	-1.7	-0.66
Cn1c(=O)n(C)c2cc(/C=N/NC(=O)c3ccc(Cl)cc3Cl)ccc21	x	-0.14	-0.22
CC(C)(C)NCCOc1ccc2ccccc2c1	-18	x	x
CC(C)(C)n1nnnc1C(c1cccs1)N1CCCc2ccccc21 (stereo not given)	-26	-1.2	-0.91
CCOC(=O)Cc1csc(NC(=O)/C=C\c2ccccc2Cl)n1	-72	x	x
CCOc1cc(CNc2ccc(S(N)(=O)=O)cc2)cc(Cl)c1OC	x	-0.39	-1.1
CCCCOc1ccc(CSC(=N)N)cc1[N+](=O)[O-]	3	-0.16	-0.89
O=C1c2ccccc2C(Nc2ccc3c(c2)OCCO3)N1c1ccccn1 (stereo not given)	x	-0.66	-0.12
CCCn1c(-c2nonc2N)nc2ccccc21	42	-0.88	-0.16

Of the compounds above, these contain an aryl thioether with sulfur outside any ring:
SMILES	INS promoter inh	sdo1 growth	sdo1 growth Rescue 24 h
CSc1ccc(NC(=O)Nc2cccn(Cc3ccccc3)c2=O)cc1	33	x	x
Cc1cc(NC(=O)CSc2ccc(-c3ccc(F)cc3)nn2)no1	-14	x	x
CCOC(=O)N1CCN(C(=O)CSc2ccc(-c3ccccc3)nn2)CC1	-3	x	x

The list goes on.
SMILES	INS promoter inh	sdo1 growth	sdo1 growth Rescue 24 h
CCN(CC)C(=S)SCC(=O)Nc1nc(-c2ccccc2)c(-c2ccccc2)o1	20	-0.14	0.05
Cc1c(C(=O)NCCC2=CCCCC2)cccc1[N+](=O)[O-]	x	-0.65	-0.64
Cc1ccc(S(=O)(=O)CCC(=O)OCC(=O)c2c[nH]c3ccccc23)cc1	32	0.14	-0.27
COc1cc(/C=N/NC(=O)CSCc2ccc([N+](=O)[O-])cc2)cc(OC)c1OC	6	0.19	-1.2
CCOC(=O)C1=C(CC)OC(N)=C(C#N)C1c1ccsc1 (stereo not given)	-7	0.15	-0.04
COc1ccc(-c2nn(C)c(=O)c3ccccc23)cc1CNC(=O)NC1CCCCC1	0	x	x
COC(=O)c1cccc(N2C(=O)C3CC=CCC3C2=O)c1 (stereo not given)	12	1.2	1.1
COc1ccc(C2=C(Nc3ccc(C)cc3)c3ccccc3C2=O)cc1	22	0.87	1.1
CCOC(=O)c1[nH]c(C)c(/C(O)=C2\C(=O)C(=O)N(CCCn3ccnc3)C2c2ccncc2)c1C (stereo not given)	31	0.05	-0.34
COCCN(CCOC)Cc1c(O)ccc2c3c(c(=O)oc12)CCC3	x	-0.32	-0.88
COC(=O)c1ccc(C(=O)OC)c(NC(=S)N2CC(C)CC(C)C2)c1 (stereo not given)	-66	-0.95	-1.3
Cc1cccc(NC(=O)N2CCC(NC(=O)c3ccco3)CC2)c1	-17	x	x
Cc1ccc(OCCN2C(=O)NC3(CCc4ccccc4C3)C2=O)cc1 (stereo not given)	-6	-0.13	-0.11
Cc1nc2ccccn2c1/C(O)=C1\C(=O)C(=O)N(CCCn2ccnc2)C1c1ccncc1 (stereo not given)	18	1.6	1
C#CCNc1cc(-c2ccccc2)nc2ncnn12	36	x	x
O=C1CCSc2ccc(Cl)cc2N1Cc1ccccc1	11	-0.96	-0.72
O=C(O)C1CC(=O)N(c2ccc(OCc3c(F)cccc3Cl)cc2)C1 (stereo not given)	0	1.1	0.77
O=C(NNC(=S)NCc1ccccc1)c1ccc(OC(F)F)cc1	16	0.67	-0.16
COc1ccc(-n2ncc3c(=O)n(CC(=O)Nc4ccc(S(=O)(=O)N5CCOCC5)cc4)cnc32)cc1	x	0.13	0.02
O=C(CSc1nc2ccsc2c(=O)n1Cc1ccccc1)NCC1CCCO1 (stereo not given)	-14	x	x
CCN1CCN(C(c2cccs2)C(C)NC(=O)CC(C)C)CC1 (stereo not given)	x	0.48	0.29
Cc1cccc(NC(=O)CSc2ncnc3nc[nH]c23)c1	x	0.74	-0.47
CCCCC(NC(C)=O)c1nc2ccccc2[nH]1 (stereo not given)	x	0.08	-0.28
O=C(CSc1nc2ccccc2c(=O)n1-c1ccccc1)N1CCCC1	0	-0.83	-0.69
Cc1ccc(OCCNC(=O)c2ccccc2N)cc1	x	0.37	-0.18

Complete entries, quoted from the list.
Cc1nc2ccccn2c1/C(O)=C1\C(=O)C(=O)N(CCCn2ccnc2)C1c1ccncc1 (stereo not given) is entered as INS promoter inh: 18; sdo1 growth: 1.6; sdo1 growth Rescue 24 h: 1
O=C(NNC(=S)NCc1ccccc1)c1ccc(OC(F)F)cc1 is entered as INS promoter inh: 16; sdo1 growth: 0.67; sdo1 growth Rescue 24 h: -0.16
COc1ccc(C2=C(Nc3ccc(C)cc3)c3ccccc3C2=O)cc1 is entered as INS promoter inh: 22; sdo1 growth: 0.87; sdo1 growth Rescue 24 h: 1.1

Structural class, those above containing a COOH group
SMILES	INS promoter inh	sdo1 growth	sdo1 growth Rescue 24 h
COc1ccc(C(CC(=O)O)NC(C)=O)cc1OC (stereo not given)	22	1.6	1.6
O=C(O)C1CC(=O)N(c2ccc(OCc3c(F)cccc3Cl)cc2)C1 (stereo not given)	0	1.1	0.77

(more compounds)
SMILES	INS promoter inh	sdo1 growth	sdo1 growth Rescue 24 h
COc1ccc2[nH]c(=O)c(CN(CCO)C(=O)c3ccccc3F)cc2c1	35	0.58	0.84
N#Cc1cccc(NCC(=O)Nc2ccc3c(c2)OCCO3)c1	8	x	x
COc1ccc(-c2cn[nH]c2N)c(OC)c1	84*	0.85	0.78
CCN(C(=O)CN1CC(C)OC(C)C1)c1c(N)n(Cc2ccccc2)c(=O)[nH]c1=O (stereo not given)	21	x	x
Cc1cc(C(=O)N/N=C/c2ccc(-c3ccccc3Cl)o2)n[nH]1	-18	-1.1	-1.2
Cc1sc(C(=O)NCc2cccnc2)c2nc(C)n(CC(=O)NCc3cccnc3)c(=O)c12	x	-1.1	-1
Cc1nn2c(C)nc3sc4c(c3c2nc1=O)CC(C)(C)OC4	17	0.59	0.11
O=c1cnc(-c2ccc(Cl)cc2)cn1O	-11	x	x
COc1ccc(CC(=O)Nc2ccc(-c3cn4ccccc4n3)cc2)cc1OC	-5	1.1	1.1
O=C1/C(=C/c2cccs2)NC(=S)N1C1CC1	-17	-0.08	-0.11
CC(C)C[C@H](NC(=O)NCc1ccccc1Cl)C(=O)O	7	0.22	0.29
CC(C)c1cc(NCCCN2CCOCC2)n2c(nc3ccccc32)c1C#N	-47	0.14	-0.31
CC(C)(C)CC(=O)NCCCCCCNC(=O)CC(C)(C)C	-37	-0.7	-2.1
CCOc1ccc(CCNC(=O)CN2CCN(Cc3ccccc3C)C2=O)cc1OCC	x	1	0.68
CCCCN(C)S(=O)(=O)c1ccc(C(=O)Nc2nnc(-c3ccco3)o2)cc1	18	x	x
Cc1ccc(NC(=O)CSc2ccc(-c3ccco3)nn2)c(C)c1	-53	x	x
Cc1c(Cl)cccc1NC(=S)NCC(c1cccnc1)N(C)C (stereo not given)	-20	x	x
C/C(=C/c1oc2ccc(O)cc2c1[N+](=O)[O-])N(C)C	-39	0.32	0.95
CCOc1ccc(OCc2ccc(C(=O)N3CCc4ccccc4C3)o2)cc1	x	-1.7	-1.6
Fc1ccc(CSc2ncnc3nc[nH]c23)cc1	x	-0.18	-0.52
COc1cccc2cc(S(=O)(=O)c3ccc(C)cc3)/c(=N/NS(=O)(=O)c3ccc(C)cc3)oc12	27	x	x
CN(C)c1nc(C(=O)NN)nc(N(C)C)n1	x	-0.24	-1.1
COC(=O)C1=C(C)OC(N)=C(C#N)C1c1cc(OC)c(OCC(N)=O)cc1Cl (stereo not given)	-10	0.64	-0.54
COc1ccc(-c2nn(-c3ccccc3)cc2C(=O)OCC(=O)c2ccc(C)c([N+](=O)[O-])c2)cc1	-34	-0.12	-0.31
Cc1cccn2c(=O)c3cc(C#N)c(=O)n(CCCN4CCOCC4)c3nc12	-38	0.66	0.37
(listing goes on)
SMILES	INS promoter inh	sdo1 growth	sdo1 growth Rescue 24 h
Cc1nnc2ccc(-c3cccc(NC(=O)c4ccc(Br)o4)c3)nn12	-8	x	x
CC(C)(C)c1ccc(-c2nc(-c3ccncc3)no2)cc1	-26	-0.6	-1.5
CCN(CC)CCNC(=O)c1ccc(NC2=NC3CS(=O)(=O)CC3S2)cc1 (stereo not given)	x	1.2	1.9
CCCc1nc2ccccc2n2cc3c(=O)n(C)c(=O)n(C)c3c12	u	x	x
O=C(CN1CCN(C/C=C/c2ccccc2)CC1)Nc1ccc(F)cc1F	-50	x	x
CCN(CC)S(=O)(=O)c1ccc(NS(=O)(=O)c2cccc(C)c2)cc1	x	1.3	1.6
Cc1ccc(-n2nnnc2-c2ccccc2)cc1	-67	x	x
COc1ccc(CC(=O)N2CCOCC2)cc1	29	2.1	1.2
CCN(CC)S(=O)(=O)c1cccc(S(=O)(=O)N2CCCCC2)c1	x	-1.9	-0.64
O=C(CN1CCN(CC(=O)Nc2ccccn2)CC1)Nc1ccccn1	0	-0.01	0.03
C=CCNC(=S)Nc1cccc2ccccc12	-23	0.26	0.37
Cc1ccc(C)c(N(CC(=O)NCc2ccc3c(c2)OCO3)C(=O)CCC(=O)Nc2ccccn2)c1	x	-0.43	1.2
c1ccc(-c2nc(-c3cccs3)[nH]c2-c2ccccc2)cc1	50	-2	-1.5
O=C(CN(C(=O)Cn1nnc(-c2cccs2)n1)c1ccc2c(c1)OCCO2)NCC1CCCO1 (stereo not given)	-37	0.58	-0.15
Nc1nc(-c2ccco2)c(-c2ccco2)s1	-39	13*	12*
O=C(NCCc1ccc(F)cc1)c1cccs1	0	0.78	0.92
Cc1cc(C)n2nc(SCCC(=O)NCCc3ccccc3)nc2n1	0	-0.4	-0.79
CON(C)c1nc(OCCNC(=O)COc2ccc(Cl)cc2C)nc(N(C)C)n1	x	-0.25&0.58	-0.4&0.22
Cc1ccc(-c2noc(C3CCCN(C(=O)c4c(F)cccc4F)C3)n2)cc1 (stereo not given)	x	-1.4	-0.86
CC(C)CNC(=S)Nc1ccccc1F	19	-0.15	-0.34
C/C(=N\N=C\c1cccc(F)c1)c1nnn(-c2nonc2N)c1C	-6	-0.51	0.54
OCCN1CN=C(Nc2nc3ccccc3s2)NC1	x	-0.98	-1.7
Cc1ccc(/C=C/C(=O)N2CCN(S(=O)(=O)c3ccc(C)c(C)c3)CC2)o1	14	-0.49	-0.24
O=C(Nc1ccc(C(F)(F)F)cc1)c1ccccc1Br	-33	x	x
CC(C)C(=O)Nc1cccc(NC(=S)NC(=O)c2ccccc2Cl)c1	17	-0.89	-1.7
Following part:
SMILES	INS promoter inh	sdo1 growth	sdo1 growth Rescue 24 h
O=C1c2ccccc2C(=O)N1CCCCSc1nnc2ccccn12	x	0.04	-0.02
Cn1c(C(=O)OC(C(=O)NC2CCCCC2)c2cccnc2)cc2sccc21 (stereo not given)	i	-0.79	-0.91
O=C(Cn1cc2c(n1)CCCC2)N1CCOCC1	x	0.64	0.45
C(=C\c1ccccc1)/CSc1ccccn1	-27	x	x
CC(=O)NC(CCS(C)(=O)=O)C(=O)Nc1cccc(Cl)c1Cl (stereo not given)	x	-0.58	-0.88
COc1ccc(C(=O)NC2CCCCC2)cc1S(=O)(=O)N1CCCC1	x	0.67	0.45
O=C(Nc1ccc(Br)cc1)C1CC=CCC1C(=O)OCC1CCCO1 (stereo not given)	6	0.6	0.83
O=C(Cn1cc(C(F)(F)F)ccc1=O)N1CCN(S(=O)(=O)c2ccccc2)CC1	-73	-0.91	-0.42
CCOc1ccc2c(c1)C(c1ccc(C)cc1)=NNC(c1ccc(OC)cc1)=N2	x	-1.4	-0.64
COc1ccccc1NC(=O)COc1ccccc1	11	0.32	0.94
C=CCNc1nc(-c2ccccc2)nc(-n2ccnc2)n1	x	-1.1	0.36
CCOC(=O)c1ccc(NC(=S)NC2CCCC2)cc1	10	-0.37	-0.51
CC(=O)C1=C(O)C(=O)N(CCc2c[nH]c3ccccc23)C1c1cccc(O)c1 (stereo not given)	-21	-0.37	-0.95
CCn1ncc(/C=C/C(=O)NCc2cn(C)nc2C)c1C	x	0.19	-0.03

Not all compounds are listed (hit frequency here may not be typical).
